# Giardia kill = Small Molecules that selectively kill Giardia lamblia: qHTS; actives 0.15% (n = 340,000); AID 540267, 2011; activity change, % at 7.66 µM, hits read low; Giardia lamblia trophozoite viability; in the data active = activity change below about -80%; inconclusive = between about -30% and that limit;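 also: parasites exposed to compound for two days anaerobically before the ATP read; % is scaled to controls: 0 for no effect and ±100 for the full control effect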
#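 Trophozoites 100 cells/well + cpd; 48 hrs, 37 deg C, anaerobic. ATPLite 1-Step added, 15-30 min RT, luminescence read (ATP-based viability).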
# Tb PFK block = qHTS Assay to Find Inhibitors of T. brucei phosphofructokinase. T. brucei PFK, ADP-Glo luminescence. Potency, µM (titrated, usually from 57.5 µM), without a hit: at the top dose activity, negative = inhibition, hits mostly inhibitors. actives 0.17% (n = 330,000). AID 485367, 2010;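 also: potency is read from the fitted curve at half-maximal effect; 0% = uninhibited 1x PFK enzyme wells and -100% = no-enzyme wells; nearly all actives have a fitted effect of over 60% in size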
#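 1.25 nM PFK with 0.5 mM F6P and 0.1 mM ATP in 0.1 M TEA pH 8.0, 5 mM MgCl2, incubated 45 min at room temperature; ADP measured by ADP-Glo luminescence; compounds titrated up to 57 uM.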
# hERG WT inh = qHTS for Inhibitors of KCHN2 3.1: Wildtype qHTS; Voltage-gated inwardly rectifying potassium channel KCNH2 (Homo sapiens), Q12809; U2OS, BacMam KCNH2, thallium flux FluxOr; active compounds read low; activity change, % at 1.84 µM; actives 0.37% (n = 340,000); AID 720551, 2013;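 active = maximum activity change below -70%; inconclusive = maximum activity change between -70% and -50%; inactive = maximum activity change above -50%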; also: % is scaled to controls: 0 for no effect and ±100 for the full control effect
# Target sequence (Q12809 whole entry, looked up): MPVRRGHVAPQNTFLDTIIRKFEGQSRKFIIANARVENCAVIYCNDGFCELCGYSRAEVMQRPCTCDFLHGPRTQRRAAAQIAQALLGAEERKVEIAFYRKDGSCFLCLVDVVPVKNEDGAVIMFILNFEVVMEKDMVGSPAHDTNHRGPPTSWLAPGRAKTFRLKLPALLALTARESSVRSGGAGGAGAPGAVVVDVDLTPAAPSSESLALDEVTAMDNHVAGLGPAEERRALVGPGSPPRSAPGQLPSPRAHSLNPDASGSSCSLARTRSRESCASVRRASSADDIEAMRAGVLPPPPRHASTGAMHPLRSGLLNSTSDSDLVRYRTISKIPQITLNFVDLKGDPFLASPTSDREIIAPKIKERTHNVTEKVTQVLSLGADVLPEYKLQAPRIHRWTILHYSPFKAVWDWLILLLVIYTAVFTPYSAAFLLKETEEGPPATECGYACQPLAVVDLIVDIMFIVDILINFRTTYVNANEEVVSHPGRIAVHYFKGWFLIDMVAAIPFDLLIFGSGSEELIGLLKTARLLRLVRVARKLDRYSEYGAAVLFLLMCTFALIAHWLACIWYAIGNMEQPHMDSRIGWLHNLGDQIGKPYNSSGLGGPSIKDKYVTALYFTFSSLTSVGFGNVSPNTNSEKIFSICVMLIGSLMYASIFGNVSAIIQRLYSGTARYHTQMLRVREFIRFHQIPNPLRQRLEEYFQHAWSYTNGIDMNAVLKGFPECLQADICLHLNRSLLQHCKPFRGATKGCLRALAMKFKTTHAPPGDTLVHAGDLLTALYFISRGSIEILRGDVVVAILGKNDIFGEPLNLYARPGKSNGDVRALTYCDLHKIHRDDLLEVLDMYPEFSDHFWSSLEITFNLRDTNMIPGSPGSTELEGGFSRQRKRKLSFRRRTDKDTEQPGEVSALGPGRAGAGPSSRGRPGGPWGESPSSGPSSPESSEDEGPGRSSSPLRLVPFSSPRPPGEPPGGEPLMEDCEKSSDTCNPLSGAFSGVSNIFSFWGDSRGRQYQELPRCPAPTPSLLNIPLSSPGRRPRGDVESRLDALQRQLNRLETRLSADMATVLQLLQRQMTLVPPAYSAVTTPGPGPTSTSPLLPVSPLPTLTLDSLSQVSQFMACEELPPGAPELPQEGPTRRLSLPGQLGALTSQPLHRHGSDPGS
#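 U2OS cells transduced with wild-type KCNH2 virus are loaded with FluxOr dye for 45 min, and thallium flux is measured in kinetic reads before and after stimulation buffer. Rate constants are normalized to DMSO controls.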
# TSHR antag = Antagonists of the Thyroid Stimulating Hormone Receptor: HTS campaign | activity change, negative = inhibition, % at 11.5 µM | actives 0.2% (n = 330,000) | TSHR-expressing cells, TSH-stimulated cAMP HTRF, 2 h; active compounds read low;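 active = activity change below a set negative limit, meaning inhibition stronger than a set level, cut at about -70% in these data; inconclusive = activity change between two set negative limits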; also: % is scaled to controls: 0 for no effect and ±100 for the full control effect
#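 Cell-based HTRF cAMP assay; TSHR cells + compound, TSH EC80 (4nM final), 2 h, 37 deg C. Lysis with anti-cAMP cryptate and cAMP-d2, 30 min RT, read 665/620 nm.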
# AT treatment = qHTS Assay for Identifying a Potential Treatment of Ataxia-Telangiectasia; […] A-T fibroblasts, KAP-1 phosphorylation AlphaLISA; neocarzinostatin DNA damage 30 min before lysis; Potency, µM (top dose mostly 57.5 µM), without a hit: at the highest dose activation, hits mostly activators; actives 0.19% (n = 320,000); also: potency is read from the fitted curve at half-maximal effect; % of control where 0% means no effect; nearly all actives have a fitted effect of over 45% in size
#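 hTERT-immortalized A-T patient fibroblasts ([…]), 500 cells/well in OPTI-MEM, 1% FBS, got compounds for 60 min, then NCS for 30 min at 37C. Lysates were then assayed for phospho-KAP-1 by AlphaLISA (anti-pKAP1 donor, anti-KAP1 acceptor beads), 6 hr at 25C.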
# TCR act = Activators of T cell receptors: qHTS campaign | Potency, µM (series often up to 9.22 µM), without a hit: at the highest dose activation of IL-2 secretion, hits mostly activators | AID 504894, 2011 | primary human leukocytes, anti-CD3, IL-2 HTRF, 48 h | 330,000 tested, under 10 active; also: % of control where 0% means no effect
#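 Using a-CD3 beads without co-stimulation, primary human leukocytes were exposed to compounds for 48 hr. An HTRF IL-2 kit measured the cytokine, with europium-to-d2 energy transfer producing emission at 665nm upon 320nm excitation.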
# GALK inh = qHTS Assay for Inhibitors of Human Galactokinase (GALK) | Potency, µM (highest dose often 57.5 µM), for inactives: top-dose activity change, negative = inhibition, hits mostly inhibitors | Purified GALK, Kinase-Glo residual ATP luminescence | P51570 | actives 0.007% (n = 270,000); also: potency is read from the fitted curve at half-maximal effect; % is scaled to controls: 0 for no effect and ±100 for the full control effect
#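 Human GALK (5 nM) with 35 uM ATP and 100 uM galactose in 20 mM HEPES pH 8.0, 5 mM MgCl2, 60 mM NaCl, 1 mM DTT, 0.01% BSA. After 1 h at room temperature, leftover ATP was read by Kinase-Glo Plus luminescence.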
# BCR signal inh = qHTS Assay to Find Inhibitors of Chronic Active B-Cell Receptor Signaling. ABC-DLBCL IkBa-CBG/CBR reporter, luminescence ratio, 4 h. Potency, µM (highest dose often 46.1 µM), for inactives: top-dose ratio change, negative = lower green/red ratio, hits mostly inhibitors. actives 0.05% (n = 340,000); active = well fitted inhibition curve with a large enough effect in the signal ratio, with a control signal flat, not every such curve was filed as active; inconclusive = small, poorly fitted or top-dose-only effect, or effect the other way, or a change in a side signal; the % refers to the signal ratio;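 also: potency is read from the fitted curve at half-maximal effect; plate controls were basal doxycycline-induced cells for no effect and cells given 10 µM MG132 for full effect; MG132 reads +100%, hits lower the ratio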
#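 TMD8 human ABC-DLBCL cells with doxycycline-inducible IκBα–green luciferase fusion and unfused red luciferase, in 0.5% FBS medium; compounds up to 46 uM, 4 h at 37C. Green/red luminescence ratio, filter-overlap corrected, fitted to concentration-response curves.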
# FBPA coupling cs = qHTS Assay for Inhibitors of Fructose-1,6-bisphosphate Aldolase from Giardia Lamblia: Coupling assay counterscreen | coupling enzyme system counterscreen, AmpLite Red fluorescence | AID 2472, 2010 | activity change, negative = inhibition, % at 58.2 µM, hits read low | actives 0.67% (n = 290,000); in the data active = activity change below about -30%; also: % is scaled to controls: 0 for no effect and ±100 for the full control effect
#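 Coupling enzymes only (glyceraldehyde-3-phosphate) + compound, at 57.5 uM final, 10 min RT; add substrate/coupling/AmpLite Red mix, 20 min RT; fluorescence ex 525/em 598 nm. Actives flag coupling-system interference.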
# CXXC DNA block = qHTS Fluorescence Polarization Assay for Inhibitors of MLL CXXC domain - DNA interaction. AID 2662, 2010. actives 0.037% (n = 290,000). MLL-CXXC / FITC-HOXA9 DNA fluorescence polarization. Potency, µM (doses to about 115 µM), without a hit: top-dose activity change, negative = inhibition, actives largely listed as inhibitors. Histone-lysine N-methyltransferase 2A (Homo sapiens), Q03164; active = well fitted inhibition curve with a large enough effect in the polarisation, with a control signal flat, not every such curve was filed as active; inconclusive = small, poorly fitted or top-dose-only effect, or effect the other way, or a change in a side signal; inactive = no such curve, though single readings can be large or run the other way; the % refers to the polarisation; also: potency is read from the fitted curve at half-maximal effect
#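 Purified MLL-CXXC (added from a 7 uM solution) was preincubated 5 min at ambient with pinned compounds in 50 mM Tris-HCl pH 7.5, 50 mM NaCl, 1 mM DTT, 0.05% BSA. Fluorescein-labeled HOX-A9 DNA (50 nM solution) followed, 30 min, then polarization read.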
# * = called active by the depositor; ? = inconclusive; nt = not tested or not shown; & = joins results of further samples; [ ] = dose if it differs, or a comment. Unless noted, calls follow the shape of the dose curve; as a rule, active = well fitted curve in the direction sought with a large enough effect; inconclusive = small, poorly fitted or top-dose-only effect, or another doubt; inactive = no such curve, though single readings can be large; an effect the other way counts as inactive or inconclusive.
# The first seven records (preview)
No.	Structure	BCR signal inh	hERG WT inh	TCR act	Giardia kill	TSHR antag	Tb PFK block	CXXC DNA block	AT treatment	FBPA coupling cs	GALK inh
1	COc1cc(S(=O)(=O)Nc2ccccc2C(=O)N2CCCCC2)ccc1NC(C)=O	?	-2	4%	14	7	-8%	nt	-1%	nt	nt
2	CC(Oc1ccccc1)c1ccnn1S(C)(=O)=O (stereo not drawn)	?	-5	1%	1	10	-5%	21%	1%	1	-4%
3	CC(NC(=O)/C(C#N)=C/c1cn[nH]c1-c1ccccc1)c1ccccc1 (stereo not drawn)	9%	2	1%	-4	-2	4%	-7%	16%	-2	-3%
4	Fc1ccccc1-c1n[nH]c(=S)n1Cc1ccccc1	3%	6	-5%	4	-20	0%	-4%	-14%	2	nt
5	O=C(NNC(=O)c1ccccc1-n1cccc1)c1ccc(F)cc1	?	-21	-2%	13	20	0%	-3%	-5%	1	1%
6	COc1ccc(N2C(=O)C3C(c4ccc(C(=O)O)cc4)NC(Cc4ccccc4)(C(=O)O)C3C2=O)c([N+](=O)[O-])c1 (stereo not drawn)	-1%	-1	10%	17	8	-1%	-20%	-5%	6	2%
7	CN(Cc1cccs1)CC(O)COCc1ccco1 (stereo not drawn)	6%	6	-2%	1	12	0%	-7%	-2%	0	1%

# This part in full (from the top)
No.	Structure	BCR signal inh	hERG WT inh	TCR act	Giardia kill	TSHR antag	Tb PFK block	CXXC DNA block	AT treatment	FBPA coupling cs	GALK inh
1	COc1cc(S(=O)(=O)Nc2ccccc2C(=O)N2CCCCC2)ccc1NC(C)=O	?	-2	4%	14	7	-8%	nt	-1%	nt	nt
2	CC(Oc1ccccc1)c1ccnn1S(C)(=O)=O (stereo not drawn)	?	-5	1%	1	10	-5%	21%	1%	1	-4%
3	CC(NC(=O)/C(C#N)=C/c1cn[nH]c1-c1ccccc1)c1ccccc1 (stereo not drawn)	9%	2	1%	-4	-2	4%	-7%	16%	-2	-3%
4	Fc1ccccc1-c1n[nH]c(=S)n1Cc1ccccc1	3%	6	-5%	4	-20	0%	-4%	-14%	2	nt
5	O=C(NNC(=O)c1ccccc1-n1cccc1)c1ccc(F)cc1	?	-21	-2%	13	20	0%	-3%	-5%	1	1%
6	COc1ccc(N2C(=O)C3C(c4ccc(C(=O)O)cc4)NC(Cc4ccccc4)(C(=O)O)C3C2=O)c([N+](=O)[O-])c1 (stereo not drawn)	-1%	-1	10%	17	8	-1%	-20%	-5%	6	2%
7	CN(Cc1cccs1)CC(O)COCc1ccco1 (stereo not drawn)	6%	6	-2%	1	12	0%	-7%	-2%	0	1%
8	CSCc1c(C(=O)Nc2ccc3c(c2)OCO3)oc2ccccc12	?	-2	-14%	5	-14	-1%	1%	-6%	-14	0%
9	Cc1nc(SCC(=O)N(CC(C)C)C2CCS(=O)(=O)C2)c(C#N)c(C)c1C (stereo not drawn)	0%	-6	-2%	13	0	-2%	nt	-3%	nt	nt
10	Cc1cc(C)n2[nH]c(=O)c(N=Nc3cccc(C(F)(F)F)c3)c2n1	?	7	-27%	19	-10	-2%	-11%	-7%	-1	-1%
11	CC(=O)Nc1ccc2sccc2c1	?	-24	-4%	1	11	-2%	-1%	5%	-1	1%
12	CCN(CC)CCC(c1cc(OC)c(OC)c(OC)c1)c1c(OC)cc(OC)c2c(C)cc(=O)oc12 (stereo not drawn)	-12%	nt	-7%	3&15	13	11%	-3%	?	1&-5	0%
13	Cc1ccc(Cc2nnc(SCC(=O)Nc3ccc(C)cc3C)[nH]c2=O)cc1	1%	-2	nt	17	7	1%	nt	5%	nt	nt
14	O=C(CN(Cc1ccc(F)cc1)C(=O)c1csnn1)NC1CCCC1	0%	-6	-2%	-5	2	0%	-6%	-5%	0	-7%
15	O=C(NCC(c1ccco1)N1CCCCC1)c1ccc(S(=O)(=O)Nc2ccccc2Cl)cc1 (stereo not drawn)	-2%	-2	-2%	0	nt	0%	nt	-6%	nt	nt
16	CC(NC(=O)c1ccco1)C(c1cccs1)N1CCOCC1 (stereo not drawn)	19%	-4	0%	-20	-1	?	7%	3%	0	2%
17	CN(CC(=O)NC(=O)NC1CCCCC1)Cc1ccccc1	-1%	-7	2%	24	-1	-3%	nt	-13%	nt	nt
18	COCCNC(=O)c1ccccc1NC(=O)COc1ccccc1	-9%	-8	-6%	11	9	17%	-9%	4%	1	0%
19	CCc1ccc(-c2cc(C(F)(F)F)n3nc(C(=O)Nc4c(C)nn(Cc5ccccc5C)c4C)cc3n2)s1	-1%	1	nt	-2	5	-2%	7%	-3%	0	-1%
20	COc1ccc(-c2nc3ccccn3c2C=O)cc1	1%	1	2%[46.1 µM]	-22	3	2%	-4%	-6%	0	0%
21	CCN1C(=O)C(=O)N(CC(=O)N(C)CC(=O)Nc2ccccc2Cl)C1=O	0%	-4	0%	-11	1	-8%	nt	-5%	nt	nt
22	CC(Sc1nc2ccc(Br)cc2[nH]1)C(=O)O (stereo not drawn)	?	-3	3%	-3	-8	2%	11%	2%	11	0%
23	CC(=O)COc1ccc2c(c1C)O/C(=C\c1ccco1)C2=O	?	4	-4%	?	-28	-25%	?	7%	2	-2%
24	CCCCSc1nnc(CCNC(=O)OC(C)(C)C)o1	2%	-10	-6%	5	-2	-1%	5%	12%	1	0%
25	O=C(CN1C(=O)c2ccccc2C1=O)OCc1nc2ccsc2c(=O)[nH]1	?	19	nt	?	30	14%	nt	4%	nt	nt

# A stretch taken from the entries so far, for reference:
No.	Structure	BCR signal inh	hERG WT inh	TCR act	Giardia kill	TSHR antag	Tb PFK block	CXXC DNA block	AT treatment	FBPA coupling cs	GALK inh
21	CCN1C(=O)C(=O)N(CC(=O)N(C)CC(=O)Nc2ccccc2Cl)C1=O	0%	-4	0%	-11	1	-8%	nt	-5%	nt	nt
22	CC(Sc1nc2ccc(Br)cc2[nH]1)C(=O)O (stereo not drawn)	?	-3	3%	-3	-8	2%	11%	2%	11	0%

# Further structures:
No.	Structure	BCR signal inh	hERG WT inh	TCR act	Giardia kill	TSHR antag	Tb PFK block	CXXC DNA block	AT treatment	FBPA coupling cs	GALK inh
26	COc1ccccc1NC(=O)CSc1nnc(-c2ccccc2)o1	?	11	0%	-5	-13	0%	-13%	1%	-4	1%
27	CCCOCC(O)CC(Cc1ccccc1)C(=O)NN (stereo not drawn)	-6%	0	5%	-1	-4	1%	-4%	1%	0	-2%
28	COc1ccc(C2(C(=O)NC3CCCCC3)CCOCC2)cc1OC	-1%	12	9%	12	5	0%	4%	1%	1	0%
29	CN(C)CCNC(=O)c1cc2c(s1)-c1ccc(Cl)cc1SC2	?	-113*	0%	-16	-3	3%	10%	3%	-1	nt
30	CC(=Nc1ccccc1C)C1=C(O)CSC1=O	20%	3	-2%	12	3	0%	-1%	1%	3	1%
31	Cc1cc2c(cc1S(=O)(=O)N(C)c1ccccc1)n(C)c(=O)n2C	?	-11	nt	11	-4	2%	0%	6%	-2	-3%
32	O=C(OCCN=C1NS(=O)(=O)c2ccccc21)c1cccc([N+](=O)[O-])c1	?	3	-6%	2	-11	-4%	3%	1%	-1	-2%
33	COC(=O)c1sc2cc([N+](=O)[O-])cc(SCC(C)C)c2c1N	5%	12	6%	-5	1	-2%	13%	-5%	1	nt
34	COc1ccc(OCc2nnc(NC(=O)Nc3ccc(F)cc3)s2)cc1	?	nt	-8%	-13	5	-16%	-11%	4%	-1	1%
35	C=CCn1c(SCC(=O)Nc2sccc2C(N)=O)nc2sc(CC)cc2c1=O	?	4	1%	20	-13	0%	27%	2%	0	-2%
36	CC[C@@H]1C(c2cccc(Cl)c2)=NN(c2ccc(Br)cc2)[C@H]1C(=O)N1CCOC1=O	-2%	-14	-3%[46.1 µM]	-14	66	8%	nt	?	-3	nt
37	CCn1c(C)nc2cc(S(=O)(=O)N3CCCC3)ccc21	-1%	-11	3%	14	11	0%	10%	-5%	-1	-2%
38	O=C(COc1cccc2c1CCN(Cc1ccc(Br)cc1)C2=O)NCc1ccco1	1%	1	-4%[46.1 µM]	1	3	-19%	4%	5%	1	-3%
39	Cc1cccc(NC(=O)c2n[nH]c([N+](=O)[O-])c2Br)c1C	?	1	1%	-23	-26	8%	7%	3%	-1	2%

# Compound activity deposited in PubChem BioAssay by National Center for Advancing Translational Sciences (NCATS).
